Screening results (PubChem)
IL1B secr inh = qHTS for Inhibitors of Inflammasome Signaling: IL-1-beta AlphaLISA Primary Screen; 360,000 tested, 4.7% active; activity change, % at 57.5 µM; AID 743279, 2014; THP-1 LPS/ATP IL-1B secretion, AlphaLISA, 16 h; active compounds read low; in the data active means activity change below about -50%; inconclusive means mostly about -30% to -49%; further: on the % scale 0 is the no-effect control and ±100 the full control effect
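THP-1 cells pretreated 1 hr with compounds (up to 57.5 uM final), then stimulated with LPS (250 ng/mL final) plus ATP (1.25 mM final); secreted IL-1B measured by AlphaLISA after 16 hr, decreased signal indicating inhibition.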
GLP1R cytotox = qHTS of GLP-1 Receptor Inverse Agonists: Cytotox Screen; HEK293 cAMP-luciferase reporter cells, luminescence, 24 h; Potency, µM (top dose mostly 38.3 µM), for the others: at the top dose activity change, negative = inhibition, actives largely listed as inhibitors; 410,000 tested, 0.13% active; AID 624418, 2012;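 further: loss of luciferase light is scored as toxicity; potency means the concentration at half of the fitted maximal effect; on the % scale 0 is the no-effect control and ±100 the full control effect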
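1536-well qHTS counterscreen of the MLSMR; 200 cells/uL, 12 h pre-incubation, 23 nL cpd, 24 h at 37 deg C 5% CO2, luciferase detection reagent, 12 min RT, luminescence. Inhibition = undesired.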
HT1080-NT tox = qHTS for induction of synthetic lethality in tumor cells producing 2HG: qHTS for the HT-1080-NT fibrosarcoma cell line. HT-1080-NT fibrosarcoma viability, CellTiter-Glo ATP luminescence, 48 h. Potency, µM (series often up to 46.1 µM), for the others: at the top dose activity, negative = less viability, usual class: cytotoxic. 360,000 tested, 1.6% active. AID 686970, 2013;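 further: NT is the 2HG producing partner of a matched IDH1 knockdown line; potency means the concentration at half of the fitted maximal effect; 0% = DMSO-treated cells and -100% = media-only wells without cells; nearly all actives have a fitted effect of over 55% in size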
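750 cells/well, RPMI + 5% FBS; 2 h settle, compound pin-transfer, 48 h at 37 degrees C. CellTiter-Glo 10 min RT, luminescence. Normalized to DMSO and media-only wells.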
HT1080 IDH1KD tx = qHTS for induction of synthetic lethality in tumor cells producing 2HG: qHTS for the HT-1080-IDH1KD cell line | 360,000 tested, 2% active | Potency, µM (series often up to 46.1 µM), for the others: at the highest dose activity, negative = toxicity, usual class: cytotoxic | AID 686971, 2013 | HT-1080 IDH1 knockdown viability, ATP luminescence, 48 h;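 further: potency means the concentration at half of the fitted maximal effect; 0% = DMSO wells and -100% = cell-free medium wells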
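After a 2 h attachment period, IDH1KD HT-1080 cells took pin-transferred compound for 48 h at 37 °C; ATP-based luminescence after 10 min room-temperature reagent incubation reported viability.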
MCF10A rereplic = A quantitative high throughput screen for small molecules that induce DNA re-replication in MCF 10a normal breast cells; MCF 10A DNA re-replication, Hoechst nuclear intensity, 48 h; Potency, µM (highest dose often 46.1 µM), inactives show top-dose activity, positive = re-replication, most hits filed as activators; 350,000 tested, 2.9% active; further: potency means the concentration at half of the fitted maximal effect; % of control where 0% means no effect; nearly all actives have a fitted effect of over 50% in size
KB-V1 MDR tox = qHTS assay for MDR1-selective chemotherapeutics: Primary screen using the drug-selected MDR subline cells KB-V1; 400,000 tested, 3.4% active; KB-V1 MDR cells viability, CellTiter-Glo, 72 h; Potency, µM (top dose mostly 46.1 µM), for inactives: top-dose activity change, negative = cytotoxicity, hits mostly cytotoxic; AID 1347076, 2019; further: potency means the concentration at half of the fitted maximal effect; on the % scale 0 is the no-effect control and ±100 the full control effect; nearly all actives have a fitted effect of over 60% in size
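KB-V1 cells (P-gp-expressing MDR subline of KB-3-1) in phenol-red-free DMEM with 10% FBS were exposed to library compounds over a concentration series for 72 h at 37 degrees C. Viability read by CellTiter-Glo luminescence; concentration-effect curves fitted after normalization.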
KB-3-1 cytotox = qHTS assay for MDR1-selective chemotherapeutics: Primary screen using the parental adenocarcinoma cell KB-3-1 | 400,000 tested, 1.4% active | KB-3-1 viability, CellTiter-Glo ATP luminescence, 72 h | Potency, µM (top dose mostly 46.1 µM), for the others: at the highest dose activity change, negative = cytotoxic, actives largely listed as cytotoxic | AID 1347075, 2019; further: potency means the concentration at half of the fitted maximal effect; on the % scale 0 is the no-effect control and ±100 the full control effect; nearly all actives have a fitted effect of over 60% in size
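Luminescent ATP read-out (CellTiter-Glo) measures survival of drug-naive KB-3-1 cells after 72 h compound exposure at 37 °C. Titration series was screened from lowest to highest concentration, with DMSO vehicle plates as background controls.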
D3 ag = qHTS of D3 Dopamine Receptor Agonist: qHTS; D3R DiscoveRx beta-arrestin cells, luminescence, 90 min; AID 652048, 2013; 410,000 tested, 0.58% active; max activation, %; in the data active means max activation above about 30%; further: 0% is about no effect; mostly tested at two doses, the higher about 12 µM
Target sequence (P35462 whole entry, looked up): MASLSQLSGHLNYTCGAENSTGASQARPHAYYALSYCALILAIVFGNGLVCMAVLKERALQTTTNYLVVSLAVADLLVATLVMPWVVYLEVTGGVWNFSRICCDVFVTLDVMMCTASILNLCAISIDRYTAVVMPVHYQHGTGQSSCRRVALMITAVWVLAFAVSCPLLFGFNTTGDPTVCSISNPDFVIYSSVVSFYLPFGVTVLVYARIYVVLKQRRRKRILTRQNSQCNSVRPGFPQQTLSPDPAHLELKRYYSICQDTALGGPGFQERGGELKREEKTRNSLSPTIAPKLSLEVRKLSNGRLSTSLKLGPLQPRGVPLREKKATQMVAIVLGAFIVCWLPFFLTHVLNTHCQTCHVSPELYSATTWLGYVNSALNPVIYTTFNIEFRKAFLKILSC
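Cells at 1500/well, incubated overnight, then treated with pinned compounds (dopamine as control) for 90 min at 37 degrees C. DiscoveRx reagent added for 30 - 60 minutes at room temperature; luminescence read.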
SW480 rerep = A quantitative high throughput screen for small molecules that induce DNA re-replication in SW480 colon adenocarcinoma cells. Potency, µM (titrated, usually from 46.1 µM), for the others: at the highest dose re-replication activation, most hits filed as activators. 340,000 tested, 1.8% active. SW480 DNA re-replication, Hoechst DNA content imaging, 48 h. AID 624297, 2012; further: potency means the concentration at half of the fitted maximal effect; % of control where 0% means no effect; nearly all actives have a fitted effect of over 55% in size
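Cells (250 per well) received 23 nL compound or DMSO by pin tool and were kept 48 hr at 37 C, 5% CO2. Nuclei were then stained with Hoechst for 40 min and scanned for DNA content.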
* hit, by the source's call; i = inactive; ? = inconclusive; nt = not tested or not shown; [ ] = remark or other dose. Unless noted, the call rests on the fitted dose curve; in most records, active means well fitted curve in the direction sought with a large enough effect; inconclusive means small, poorly fitted or top-dose-only effect, or another doubt; inactive means no such curve, though single readings can be large; an effect the other way counts as inactive or inconclusive.

1. COc1ccc(-c2csc(NC(C)c3nc4cc(Cl)c(Cl)cc4n3CCOCCO)n2)cc1 (stereo not drawn)
2. CN(C)C(=O)c1ccc(NC(=O)COC(=O)C2(c3ccccc3)CCCC2)cc1
3. CCOC(=O)c1sc(=S)n(C)c1NC(=O)c1ccccc1
4. Cc1ccc(CSc2nc3ccccc3c(=O)n2Cc2ccco2)cc1
5. CC(C)OP(=O)(OC(C)C)C(O)c1cccc([N+](=O)[O-])c1 (stereo not drawn)
6. CCOC(=O)C1(C)CCCN(C(=O)c2snnc2C)C1 (stereo not drawn)
7. CC(C)c1ccc(NS(=O)(=O)c2ccc3c(c2)NC(=O)CO3)cc1
8. CC(=O)Nc1nc2ccc(C(=O)NC3CCCCC3)cc2s1
9. Cc1cnc(NC(=O)c2cccc(S(=O)(=O)N3CCOCC3)c2)s1
10. CC(C)c1ccccc1NC(=O)CNCCOc1ccccc1F
screen / no.	1	2	3	4	5	6	7	8	9	10
IL1B secr inh	?	30	15	16	3	8	25	-21	52	0
GLP1R cytotox	-6%	13%	17%	17%	17%	2%	-5%	-14%	-29%	-4%
HT1080-NT tox	-25%	0%	2%	-18%	20%	20%	7%	9%	0%[9.24 µM]	-2%
HT1080 IDH1KD tx	-19%	-6%	6%	-14%	11%	4%	-1%	6%[9.24 µM]	3%	-6%
MCF10A rereplic	?	0%	0%	?	-2%	nt	-1%	-1%	13%	-2%
KB-V1 MDR tox	-15%	0%	-7%	?	1%	3%	16%	-20%	27%	-1%
KB-3-1 cytotox	2%	-23%	1%	?	18%	0%	-1%	13%	-10%	7%
D3 ag	-20	2	-11	-12	3	8	6	5	-3	44*
SW480 rerep	5%[9.22 µM]	-3%	-3%	13%	29%	nt	-12%	-1%	-8%	-3%

11. COc1ccc(S(=O)(=O)Nc2cc3c4c(c2)CCC(=O)N4CCC3)cc1
12. CCOC(=O)C1CCCN(C(=O)/C=C/c2ccccc2)CC1 (stereo not drawn)
13. Cc1ccccc1NC(=O)c1cc[n+]([O-])cc1
14. COCC(C)NC(=O)c1ccc(Cl)c(Cl)c1 (stereo not drawn)
15. C[C@@H]1CN([C@@H](C)CO)C(=O)CCCn2cc(nn2)CO[C@H]1CN(C)S(=O)(=O)c1ccc2ccccc2c1
16. CSc1cc(C)c(OCC(=O)Nc2ccc(NC(C)=O)cc2)c(C)c1
17. c1ccc(OCCCn2ccnc2)cc1
18. O=C(C1=NN[C@@H]2C(=O)N(Cc3ccccc3)C(=O)[C@H]12)c1ccc([N+](=O)[O-])cc1
19. Cc1ccc(Nc2cc(C)nc(-c3ccccc3O)n2)cc1
20. C/C(=N\O)c1ccc(Cl)c(Cl)c1
screen / no.	11	12	13	14	15	16	17	18	19	20
IL1B secr inh	25	13	12	-15	8	-17	-1	-28	-13	21
GLP1R cytotox	-3%	4%	0%	17%	1%	3%	0%	-11%	2%	5%
HT1080-NT tox	1%	24%	4%	-3%	-14%	-3%	11%	12%	?	2%
HT1080 IDH1KD tx	-2%	8%	26%	1%	-5%	-17%	13%	9%	-29%	13%
MCF10A rereplic	2%	nt	-4%	29%	nt	5%	0%	0%	?	-5%
KB-V1 MDR tox	-21%	?	20%	-21%	-15%	-23%	?	-1%	?	?
KB-3-1 cytotox	-4%	2%	7%	6%	-27%	-6%	11%	-3%	-9%	?
D3 ag	7	3	4	-1	-11	-2	-1	-7	9	-1
SW480 rerep	-3%	nt	-9%	2%	nt	-3%	4%	-5%	-14%	-1%

A few values from the results shown.
#16 in HT1080-NT tox reads -3%
#14 in SW480 rerep reads 2%
#15 in GLP1R cytotox reads 1%

Carrying on.
21. COc1ccc(C)cc1NC(=O)C/C(C)=N/NC(=O)Cc1cccc2ccccc12
22. CCCNC(=O)c1ccc2c(=O)n3c(-c4ccc(C)cc4)csc3nc2c1
23. Cc1cc(C(=O)NNC(=S)NCC(C)C)no1
24. C1CSC2(N1)C1CC3CC2CC(C1)C31NCCS1 (stereo not drawn)
25. CC1CCCCN1CCCNC(=O)c1ccc(NC(=O)C2=CSCCO2)cc1 (stereo not drawn)
26. CC(C)c1ccc(/C=C/c2[nH]c(=O)[nH]c(=O)c2[N+](=O)[O-])cc1
27. O=C(CCN1CCOCC1)Nc1ccc(F)cc1
28. Cc1cccc(N2CCN(C(=O)CCC(=O)N3CCOc4ccc(Cl)cc43)CC2C)c1 (stereo not drawn)
29. COc1c2c(cc3oc(CO[C@@H]4O[C@H](CO)[C@@H](O)[C@H](O)[C@H]4O)cc(=O)c13)O[C@H](C(C)(C)O)C2
30. CC(=O)c1ccc(NC(=O)CSc2nc(Nc3ccccc3)nc(N3CCOCC3)n2)cc1
screen / no.	21	22	23	24	25	26	27	28	29	30
IL1B secr inh	?	4	12	5	-5	-82*	17	?	17	i
GLP1R cytotox	-4%	-4%	2%	-1%	2%	-26%	-8%	1%	-6%	10%
HT1080-NT tox	-7%	-7%	10%	21%	1%	-2%	2%	-17%	-3%	-3%
HT1080 IDH1KD tx	-5%	-8%	14%	12%	4%	?	3%	-14%	11%	0%
MCF10A rereplic	14%	?	-3%	-1%	-1%	18µM*	-6%	22%	-3%	8%
KB-V1 MDR tox	5%	?	21%	15%	?	14%	8%	0%	19%	?
KB-3-1 cytotox	17%	0%	7%	27%	2%	2%	10%	?	4%	24%
D3 ag	6	-8	-7	2	-5	4	2	1	1	2
SW480 rerep	2%	7%	-16%	-1%[9.22 µM]	-19%	-6%	-10%	1%	1%	2%

31. COc1cccc(/C=C2/NC(=O)N(CC(=O)Nc3ccc(C)cc3)C2=O)c1OCc1cccc(C(=O)O)c1
32. C=CCc1ccc(OCC(O)CN2CCN(c3ccccc3)CC2)c(OC)c1 (stereo not drawn)
33. COc1ccc(S(=O)(=O)NCCSC(C)(C)C)c(Cl)c1Cl
34. CSc1ccc(CNc2ncc(-c3cccc([N+](=O)[O-])c3)n2C)cc1
35. Cc1ccc(C)c(C(=O)CN2C(=O)c3ccccc3C2=O)c1
36. CCOC(=O)Cn1nc(C)c(NC(=O)COc2ccc(Cl)cc2C)c1C
37. O=C(OCCOc1ccc(Br)cc1)c1ccc(Cl)nc1
38. COc1ccccc1NC(=O)N(C)C[C@H]1OCc2cnnn2CCCC(=O)N([C@@H](C)CO)C[C@H]1C
39. COc1ccc(NC(=O)CC2Nc3cc(C)c(C)cc3NC2=O)c([N+](=O)[O-])c1 (stereo not drawn)
40. O=C(NNC(=O)c1ccccc1O)c1ccc(Cl)c(S(=O)(=O)N2CCc3ccccc32)c1
screen / no.	31	32	33	34	35	36	37	38	39	40
IL1B secr inh	3	-12	-15	?	-12	nt	19	20	-6	97
GLP1R cytotox	-1%	-17%	2%	1%	5%	0%	6%	-3%	-21%	-10%
HT1080-NT tox	8%	-3%	3%	-8%	7%	nt	2%	6%	-1%	?
HT1080 IDH1KD tx	-12%	4%	-3%	-1%	10%	nt	-2%	11%	-3%	?
MCF10A rereplic	-37%[inhibitor]	1%	-20%	-1%	4%	nt	-3%	nt	10%	?
KB-V1 MDR tox	12%	0%	-5%	0%	16%	?	-8%	-1%	-11%	?
KB-3-1 cytotox	18%	0%	-17%	3%	13%	-6%	-12%	7%	-21%	?
D3 ag	3	38*	1	-11	-1	-7	0	-3	-1	21
SW480 rerep	-13%	14%	1%	6%	-13%	nt	4%	nt	10%	?

41. COc1ccc(C)cc1NCc1nnc2n1CCCCC2
42. Cc1ccc(C(=O)O)cc1NS(=O)(=O)c1ccc2ccccc2c1
43. COC(=O)COc1c(/C=C\c2nc(O)c([N+](=O)[O-])c(=O)[nH]2)cccc1OC
44. COC(=O)C1CCN(CC(=O)Nc2sc3c(c2C#N)CCC3)CC1
45. COc1ccc(-c2n[nH]c3c2cnc2ccc(F)cc23)cc1
46. Cc1nc2sc(C(c3ccco3)N3CCC4(CC3)OCCO4)c(O)n2n1 (stereo not drawn)
47. O=C(NCCS(=O)(=O)N1CCCCCC1)c1ccccc1
screen / no.	41	42	43	44	45	46	47
IL1B secr inh	nt	34	0	25	nt	19	-10
GLP1R cytotox	0%	4%	-1%	-18%	0%	36%[activator]	12%
HT1080-NT tox	nt	19%	3%	4%	nt	5%	-2%
HT1080 IDH1KD tx	nt	19%	0%	2%	nt	-1%[9.24 µM]	2%
MCF10A rereplic	nt	?	0%	1%	nt	11%	5%
KB-V1 MDR tox	8%	20%	17%	24%	-11%	0%	-14%
KB-3-1 cytotox	5%	-1%	0%	13%	1%	7%	-5%
D3 ag	3	0	2	2	-6	-1	-4
SW480 rerep	nt	-2%	1%	-6%	nt	-1%	1%

In the list so far, two have a COOH group:
31. COc1cccc(/C=C2/NC(=O)N(CC(=O)Nc3ccc(C)cc3)C2=O)c1OCc1cccc(C(=O)O)c1
42. Cc1ccc(C(=O)O)cc1NS(=O)(=O)c1ccc2ccccc2c1
screen / no.	31	42
IL1B secr inh	3	34
GLP1R cytotox	-1%	4%
HT1080-NT tox	8%	19%
HT1080 IDH1KD tx	-12%	19%
MCF10A rereplic	-37%[inhibitor]	?
KB-V1 MDR tox	12%	20%
KB-3-1 cytotox	18%	-1%
D3 ag	3	0
SW480 rerep	-13%	-2%
